GPR151 ag = activators of human GPR151 | activation, % at 11.2 µM | hit rate 1% among 650,000 | Q8TDV0 | PathHunter beta-arrestin GPR151 cells, luminescence | AID 1508602; in the data active means activation above about 4.9%;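 further: 0% = median of compound wells and 100% = cells with positive control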
TEAD-YAP inh = TEAD-YAP interaction inhibition; hit rate 1.4% among 640,000; HEK-TIYL cells, TEAD-Gal4/YAP UAS-luciferase luminescence; inhibition, % at 9.12 µM; AID 1259422; in the data active means inhibition above about 32%;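 further: 0% = median of test compound wells and 100% = reference inhibitor wells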
FBW7 act = activators of human E3 ligase FBW7 | Q969H0 | AlphaScreen FBW7–phospho-cyclin E peptide binding, activator screen | normalized activity (activation), % at 26.1 µM | hit rate 0.13% among 650,000 | AID 1259310; in the data active means normalized activity above about 1.9%;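 further: purified mutant Fbw7 with reduced substrate affinity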
Target sequence (Q969H0 whole entry, looked up): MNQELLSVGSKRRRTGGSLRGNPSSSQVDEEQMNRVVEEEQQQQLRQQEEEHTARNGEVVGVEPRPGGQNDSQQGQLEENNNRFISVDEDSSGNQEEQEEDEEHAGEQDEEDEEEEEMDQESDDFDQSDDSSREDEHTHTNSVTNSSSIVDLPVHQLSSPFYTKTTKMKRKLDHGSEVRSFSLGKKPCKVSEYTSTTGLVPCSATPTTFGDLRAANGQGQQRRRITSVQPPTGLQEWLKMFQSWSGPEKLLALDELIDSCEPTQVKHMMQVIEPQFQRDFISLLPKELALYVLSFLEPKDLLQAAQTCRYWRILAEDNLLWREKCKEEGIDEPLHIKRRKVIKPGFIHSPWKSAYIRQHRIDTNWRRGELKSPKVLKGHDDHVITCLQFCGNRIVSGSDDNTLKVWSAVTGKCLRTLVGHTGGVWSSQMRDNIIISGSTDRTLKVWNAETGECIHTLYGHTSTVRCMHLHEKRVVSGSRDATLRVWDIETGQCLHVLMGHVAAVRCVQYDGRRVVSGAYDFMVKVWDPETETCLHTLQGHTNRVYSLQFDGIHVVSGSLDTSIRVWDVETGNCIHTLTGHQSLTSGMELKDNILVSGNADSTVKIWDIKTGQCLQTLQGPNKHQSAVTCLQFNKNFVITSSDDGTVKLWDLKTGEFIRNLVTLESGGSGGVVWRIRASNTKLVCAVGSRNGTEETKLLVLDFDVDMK
MITF inh = inhibitors of human MITF. O75030. AlphaScreen MITF homodimerization, bead proximity signal. inhibition, % at 2.6 µM. hit rate 0.91% among 650,000. AID 1259374; in the data active means inhibition above about 50%;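 further: 0% = vehicle wells with protein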
* marks the source's active call; other numbers are inactive results; · = no result given. An unsorted share of the library; about 3.5% have a hit in one of these screens.

cpd	smiles	GPR151 ag	TEAD-YAP inh
1	CC(Sc1nnc(-c2cccc(C#N)c2)o1)C(N)=O (configuration not stated)	-0.3	5
2	COc1ccc(C)cc1S(=O)(=O)n1cnc2ccccc21	1.5	18
3	COCCn1c(-c2nc(C(=O)NCc3ccco3)cs2)cc2ccccc21	-1.5	-5
4	Cc1cc(C(=O)N2CCOCC2)n(CC(=O)Nc2ccc(F)c(F)c2)n1	-1.2	-5
5	COc1ccccc1CCNC(=O)C1CC12CCN(Cc1ccc(O)cc1)CC2 (configuration not stated)	1.0	4
6	Cc1ccc(NC(=O)c2c(-c3c(Cl)cccc3Cl)noc2C)cc1C	0.2	-6
7	CN(C)c1ccc(NC(=O)CSc2nc3ccccc3c(=O)n2CC2CCCO2)cc1 (configuration not stated)	1.4	2
8	COC(=O)C1=C(C(=O)c2ccccc2)C(c2cccs2)n2nnnc2N1 (configuration not stated)	0.3	-2
9	COc1cccc([C@H]2Oc3ccc(OC)cc3/C(=N\O[C@@H](C)c3cn([C@H](CO)Cc4ccccc4)nn3)[C@@H]2O)c1	-1.6	·
10	CCOc1ccc(OCC)c(NC(=O)C2(S(=O)(=O)c3ccc(C)cc3)CC2)c1	0.5	2

cpd	FBW7 act	MITF inh
1	1.6	18
2	-0.2	5
3	0.3	-8
4	0.1	1
5	0.1	-1
6	0.1	-24
7	-0.1	22
8	0.5	-2
9	0.2	2
10	0.1	-3

Random excerpt: three entries already listed
cpd	smiles	GPR151 ag	TEAD-YAP inh
2	COc1ccc(C)cc1S(=O)(=O)n1cnc2ccccc21	1.5	18
3	COCCn1c(-c2nc(C(=O)NCc3ccco3)cs2)cc2ccccc21	-1.5	-5
1	CC(Sc1nnc(-c2cccc(C#N)c2)o1)C(N)=O (configuration not stated)	-0.3	5

cpd	FBW7 act	MITF inh
2	-0.2	5
3	0.3	-8
1	1.6	18

Next section:
cpd	smiles	GPR151 ag	TEAD-YAP inh
11	Cc1ccc(N2CC(NC(=O)NCCc3ccc(S(N)(=O)=O)cc3)CC2=O)cc1 (configuration not stated)	1.3	3
12	COc1ccccc1OCCOCCNCCN	-0.6	8
13	Cc1ccc2[nH]c(C)c(CN(C)C3CCN(C)CC3)c(=O)c2c1	2.9	-1
14	CC1(C)CC(=O)C(Sc2ccc(Br)cc2)=C(OC(=O)c2cccs2)C1	-0.2	2
15	CC(C)(C)C(=O)N/C(=C\c1ccc(Br)cc1)C(=O)N1CCOCC1	-1.7	3
16	CCCCN(Cc1ccccc1)S(=O)(=O)c1cc(Br)cc2c1N(C(C)=O)CC2	0.5	8
17	CC1(C)CC(=O)C2=C(C1)NC(=O)CC2c1ccccc1 (configuration not stated)	0.5	10
18	COc1ccc(NS(=O)(=O)c2cc(-c3n[nH]c(=O)c4ccccc34)ccc2C)cc1C(N)=O	-0.1	5
19	CC(O)(C#CCN1CCCC1)c1ccccc1 (configuration not stated)	-0.6	8
20	CCOC(=O)c1c(C)[nH]c(C(=O)COC(=O)Cc2ccc(OC)c(OC)c2)c1C	-1.2	4

cpd	FBW7 act	MITF inh
11	-0.1	18
12	1.3	49
13	0.0	3
14	-0.1	0
15	0.8	6
16	0.1	16
17	0.0	2
18	0.3	15
19	1.0	3
20	0.5	10

Rewritten with values under each structure: entries from further up
Each structure is followed by: GPR151 ag	TEAD-YAP inh	FBW7 act	MITF inh
13) Cc1ccc2[nH]c(C)c(CN(C)C3CCN(C)CC3)c(=O)c2c1
 : 2.9	-1	0.0	3
14) CC1(C)CC(=O)C(Sc2ccc(Br)cc2)=C(OC(=O)c2cccs2)C1
 : -0.2	2	-0.1	0

Following part:
cpd	smiles	GPR151 ag	TEAD-YAP inh
21	COCCn1nnnc1C(c1ccc(Cl)cc1)N1CCN(c2ccc(OC)cc2)CC1 (configuration not stated)	0.9	2
22	CC(=O)c1ccc(NC(=O)CN2CCN(Cc3nc(-c4ccccc4)cs3)CC2)cc1	1.6	17
23	FC(F)(F)c1ccccc1CN1CCN(c2ncccn2)CC1	0.6	7
24	c1ccc(CN2CCC(Nc3ncnc4nc(N5CCN(Cc6ccc7c(c6)OCO7)CC5)[nH]c34)CC2)cc1	-1.1	-4
25	O=C(CN(CCc1ccccc1)S(=O)(=O)c1ccc(Br)cc1)NC1CC1	-0.7	7
26	COC(=O)NC1CSCC1OC(=O)c1ccc(Br)cc1 (configuration not stated)	1.9	1
27	CS(=O)(=O)N(CC(=O)NCCSCc1ccccc1Cl)c1ccc(Cl)cc1	-0.4	9
28	O=c1[nH]c(O)c(C=NCc2ccco2)c(=O)[nH]1	-0.8	2
29	COc1ccc(NC(=O)c2cc(-c3ccco3)on2)cc1OC	0.5	-44
30	CCOc1ccc(CN=c2c([N+](=O)[O-])nn(-c3ccc(Cl)cc3)n2O)cc1OC	0.6	-3

cpd	FBW7 act	MITF inh
21	0.0	-1
22	-0.1	34
23	0.3	51*
24	-0.2	-19
25	0.0	13
26	0.0	17
27	0.4	18
28	0.2	9
29	0.3	10
30	0.0	26

Carrying on:
cpd	smiles	GPR151 ag	TEAD-YAP inh
31	COc1ccc2c(c1)-c1c(ssc1=S)C(C)(C)N2C(=O)CSC1=NCCS1	0.6	21
32	COc1ccc(C(=O)Cn2c(-c3nnc(C(C)C)o3)cc3ccccc32)cc1	0.6	-11
33	CCCCCCNc1nc(OC)nc(N2CCOCC2)n1	0.4	-9
34	Cc1ccc(NC(=O)CSc2nc3ccccc3s2)cc1C	-1.2	2
35	CCCOc1ccc(/C(O)=C2\C(=O)C(=O)N(CCCN3CCOCC3)C2c2ccc(OC)c(OC)c2)c(C)c1 (configuration not stated)	-1.0	23
36	CC1CCN(S(=O)(=O)c2ccc3c(c2)NC(=O)CS3)CC1	0.6	-1
37	CCN1C(=O)CC(C(=O)Nc2ccc(Br)cc2)SC1=Nc1ccc(Br)cc1 (configuration not stated)	-0.2	0
38	C=CCSCC(=O)Oc1ccc(/C=N/n2cnnc2)cc1OC	1.1	-2
39	NC(=O)Cc1cn(-c2ccc(NCCCN3CCCC3=O)nn2)c2ccccc12	4.2	1
40	COc1ccc(CN2CC(C(=O)NCCCN3CCCC3)CC2=O)cc1 (configuration not stated)	0.5	-6

cpd	FBW7 act	MITF inh
31	-1.1	22
32	0.0	26
33	-0.1	0
34	0.2	5
35	0.2	21
36	-0.1	8
37	0.0	-24
38	0.0	4
39	0.0	8
40	-0.2	-1

Next records follow.
cpd	smiles	GPR151 ag	TEAD-YAP inh
41	CC(=O)c1c(C)[nH]c(C(=O)Nc2c(C)n(C)n(-c3ccccc3)c2=O)c1C	0.1	3
42	COC(=O)N1C2C=CC(C2)C1(C(F)(F)F)C(F)(F)F (configuration not stated)	-0.9	0
43	CC(C)[C@H]1NC(=O)[C@H]2CN(S(=O)(=O)c3cccc4ccccc34)CCN2C1=O	1.3	5
44	Cc1ccc(C(=O)N/C(=C/c2ccc(N(C)C)cc2)C(=O)NCC2CCCO2)cc1 (configuration not stated)	-0.5	10
45	O=C(CCCCCn1c(=S)[nH]c2ccccc2c1=O)NCc1ccccn1	0.0	4
46	Cc1ccc(N2CC(O)=C(c3nc4ccccc4c(=O)[nH]3)C2=N)cc1	-0.9	-1
47	O=C(c1cccnc1)N1CCC(Oc2ccc(C(=O)N3C[C@@H]4CCC[C@H]3C4)cc2)CC1	-0.4	0
48	Cc1ccccc1NC(=O)Cn1c(=O)n(Cc2ccco2)c(=O)c2cccnc21	-0.1	-4
49	COc1cccc(NC(=O)c2cccc([N+](=O)[O-])c2)c1	-2.5	-4
50	CCCNC1CCN(Cc2c(OC)cccc2OC)CC1	2.5	-1

cpd	FBW7 act	MITF inh
41	0.1	-5
42	0.1	-10
43	0.0	10
44	0.5	-6
45	0.0	-5
46	0.0	4
47	0.0	6
48	-0.1	1
49	0.0	-7
50	0.0	4

(more compounds)
cpd	smiles	GPR151 ag	TEAD-YAP inh
51	C[C@@H]1C(=O)O[C@@H]2CC34[C@H]5C[C@@H](C(C)(C)C)C36[C@H](OC(=O)[C@@H]6O)OC4(C(=O)O5)[C@@]12O (some centres not stated)	0.5	-3
52	O=C(N/N=C(/Cc1ccccc1)C(F)(F)F)c1ccccc1	-1.0	-39
53	CCOC(=O)c1c(C)[nH]c(C)c1C(=O)COC(=O)CCCc1c[nH]c2ccccc12	2.4	-2
54	CC(NC(=O)C1CC1)c1nnc2n1CCN(Cc1ccc(OC(F)(F)F)cc1)CC2 (configuration not stated)	1.9	6
55	Cc1nccn1S(=O)(=O)c1cc([N+](=O)[O-])ccc1Cl	-0.3	0
56	CCOC(=O)c1c(C)n(CCOc2c(C)cccc2C)c2ccc(O)cc12	-1.1	-16
57	Cc1ccc(C(=O)NCCCN2CCOCC2)o1	-0.7	7
58	CC(=O)Nc1ccc(S(=O)(=O)Nc2nccs2)cc1	3.1	0
59	CCN(CC)CN1C(=O)C2C3c4ccccc4C(c4ccccc43)C2C1=O (configuration not stated)	1.3	10
60	CCOC(=O)C1CCCN(Cc2cc(OC)c(OC)cc2OC)C1 (configuration not stated)	3.6	8

cpd	FBW7 act	MITF inh
51	0.0	0
52	1.0	16
53	-0.1	-7
54	-0.1	13
55	0.0	-5
56	-0.1	-11
57	0.1	14
58	-0.1	4
59	-0.1	5
60	0.1	38

(continued)
cpd	smiles	GPR151 ag	TEAD-YAP inh
61	CCOC(=O)C1(Cc2ccccc2C)CCCN(C(=O)Cn2nc(C)cc2C)C1 (configuration not stated)	0.0	-3
62	CCN(CC)CCN1C(=O)C(=O)c2ccccc21	0.8	6
63	COc1ccc(-c2ccc(NS(=O)(=O)c3cc(C)cc(C)c3)cc2)nn1	0.2	-7
64	O=C(Nc1ccc(S(=O)(=O)NCCc2ccccc2)cc1)c1cccc([N+](=O)[O-])c1	2.2	13
65	O=C(O)/C=C\C(=O)NC(c1ccccc1)c1ccccc1	-0.4	-4
66	COc1ccc(C(=O)NCCNc2c(Cl)cccc2[N+](=O)[O-])cc1Cl	-0.6	4
67	Cc1ccc(S(=O)(=O)N/N=C/c2ccccc2Cl)cc1[N+](=O)[O-]	2.3	12
68	CCOc1ccc(C(F)(F)F)cc1NC(=O)C(c1ccccc1)c1ccccc1	-0.7	3
69	Cc1c(Nc2ncnc3c2cnn3C)c(=O)n(-c2ccccc2)n1C	1.3	2
70	Cc1[nH]c2ccccc2c1C(=O)CN1CCN(S(=O)(=O)/C=C/c2ccccc2)CC1	1.0	-1

cpd	FBW7 act	MITF inh
61	0.0	7
62	0.8	8
63	1.9*	17
64	-0.2	-7
65	0.3	6
66	0.0	6
67	0.0	12
68	-0.3	-5
69	-0.1	-12
70	-0.1	5

More entries.
cpd	smiles	GPR151 ag	TEAD-YAP inh
71	CCC(C)C(=O)NCc1nnc2n1CCN(Cc1cccnc1)CC2 (configuration not stated)	0.2	8
72	Cc1ccc(C2(C(C)C)C(=O)Nc3ccccc32)cc1 (configuration not stated)	-1.1	-2
73	CC(=O)N(C)c1ccc(NC(=O)/C=C/c2ccc3c(c2)OCO3)cc1	-1.2	-33
74	O=C(c1ccco1)N1CCN(c2nccn3c(-c4cccnc4)cnc23)CC1	1.5	4
75	O=C1N=c2ccc(Br)cc2=C1c1sc(=S)n(CCS(=O)(=O)O)c1O	1.5	2
76	COc1ccc(OC)c(C2C(C(C)=O)=C(O)C(=O)N2c2ccc(F)cc2)c1 (configuration not stated)	0.8	0
77	O=C(CC1(C(=O)OCC(=O)N2CCCC2=O)CCCC1)N1CCOCC1	2.7	5
78	CCC(C)C(NC(=O)C(CCC(=O)OCc1ccccc1)NC(=O)C(CC(C)C)NC(=O)OC(C)(C)C)C(=O)NC(C)C(N)=O (configuration not stated)	-0.1	-1
79	Cc1c(C(=O)N2CCC(C)CC2)sc2ncnc(N3CCc4ccccc4C3)c12	-1.3	3
80	O=C(c1nnc(Cc2ccc(F)cc2Cl)o1)N1CCCC1	-0.1	-8
81	CCC(=O)N(c1ccc(Cl)cc1)C1C=CS(=O)(=O)C1 (configuration not stated)	0.6	-9
82	Cc1nnc(NCCO)c2ccccc12	0.2	-5
83	CCC(C)c1ccccc1OCC(O)CN1CC(C)OC(C)C1 (configuration not stated)	-0.5	6

cpd	FBW7 act	MITF inh
71	0.0	0
72	0.1	22
73	-0.1	-12
74	0.2	21
75	-0.4	1
76	0.0	8
77	-0.1	-4
78	0.2	3
79	0.5	1
80	-0.1	-5
81	0.0	-6
82	0.1	-4
83	0.2	-4

Bioassay records from PubChem.
